Nrf2 inh – inhibitors of Nrf2 signaling; A549 ARE-Fluc reporter, luciferase luminescence, 18-24 h; Potency, µM (titrated, usually from 46 µM), without a hit: at the highest dose activity change, negative = inhibition, hits mostly inhibitors; 360,000 compounds, 2.1% hits; AID 504444; further: potency means the concentration at half of the fitted maximal effect; on the % scale 0 is the no-effect control and ±100 the full control effect; nearly all actives have a fitted effect of over 60% in size
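Nrf2 function is reported as luminescence of an ARE-controlled luciferase in A549 cells. Compounds were tested at several concentrations, and a CellTiter-Fluor read on the same wells flagged cytotoxicity.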
pAkt inh – inhibitors of Akt phosphorylation. 360,000 compounds, 0.32% hits. activity change, % for hits at 50 µM. AID 651550. Neuro2A IGF-stimulated pAkt S473 HTRF, 20 min; hits give low values; in the data active means activity change below about -80%; inconclusive means mostly about -51% to -80%; further: on the % scale 0 is the no-effect control and ±100 the full control effect
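Single-point screen (50 µM final compound) in Neuro2A cells stimulated 20 min with 6 nM IGF at 37 deg C. After lysis, Ser473-phosphorylated Akt read by HTRF (ex 330 nm, em 615/665 nm) as the 665/615 ratio.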
A549 viability – kills or reduces viability of A549 cells in Nrf2 counter-screen. A549 ARE-Fluc cells, CellTiter-Fluor viability, 18-24 h. Potency, µM (top dose mostly 46 µM), inactives show at the top dose activity change, negative = cytotoxicity, most hits filed as inhibitors. 390,000 compounds, 0.16% hits; further: potency means the concentration at half of the fitted maximal effect; on the % scale 0 is the no-effect control and ±100 the full control effect
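Cytotoxicity counterscreen: CellTiter-Fluor fluorescence was measured in A549 ARE_Fluc cells after 18-24 h of compound exposure in a concentration series. The subsequent BugLite luminescent read reports ARE-luciferase activity.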
MmCpn inh – inhibitors of Methanococcus maripaludis chaperonin (MmCpn); purified Mm-Cpn ATPase, ADP Transcreener TR-FRET; Potency, µM (series often up to 76.9 µM), inactives show at the highest dose activity, negative = inhibition, hits mostly inhibitors; 330,000 compounds, 0.031% hits; further: potency means the concentration at half of the fitted maximal effect; on the % scale 0 is the no-effect control and ±100 the full control effect; nearly all actives have a fitted effect of over 80% in size
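ATPase read-out: TR-FRET ADP immunoassay (anti-ADP Eu cryptate vs ADP-d2), ex 320 nm, em 590/665 nm; signal drops as ADP forms. Enzyme 25 nM, ATP 10 uM, 30 min at 37°C after 10 min compound preincubation.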
CCT chaperon mod – changes cytosolic chaperonin activity | AID 651819 | activity change, % (no concentration beside the values), hits read low | 360,000 compounds, 0.3% hits | purified chaperonin ATPase assay, HTRF ADP detection, 30 min; in the data active means activity change below about -30%; further: on the % scale 0 is the no-effect control and ±100 the full control effect
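First, chaperonin was dispensed at 40 nM or 20 nM final depending on batch activity. Next, compounds were pinned at 76 uM and ATP added at 10 uM. After 30 min at 37 °C, ADP detection reagents ran 30 min at ambient temperature.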
ATXN viability – viability counter-screen for ATXN expression inhibitors. S2 cells (HEK-293 line with an ATXN2-luciferase reporter) viability, CellTiter-Fluor protease fluorescence, 24 h. Potency, µM (titrated, usually from 56.7 µM), hits mostly cytotoxic. 400,000 compounds, 0.49% hits. AID 651635; further: potency means the concentration at half of the fitted maximal effect; nearly all actives have a fitted effect of over 40% in size
TGFb SMAD3 inh – inhibitors of TGF-b signaling; HepG2 CAGA-GFP TGF-b/SMAD3 reporter, GFP fluorescence, 18 h; TGF-beta stimulated, 500 pg/mL final; Potency, µM (titrated, usually from 46.1 µM), without a hit: at the top dose activity, negative = inhibition, actives largely listed as inhibitors; 410,000 compounds, 1.2% hits; AID 588855; further: potency means the concentration at half of the fitted maximal effect; on the % scale 0 is the no-effect control and ±100 the full control effect; nearly all actives have a fitted effect of over 65% in size
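Inhibition of TGF-beta-driven CAGA-GFP reporter expression in HEPG2 cells is measured by cellular GFP fluorescence after 18 h stimulation with 500 pg/mL recombinant TGF-beta in 1% FBS medium at 37 degrees C.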
HepG2 tox – HepG2 cytotoxicity, counter-screen for TGF-b inhibitors; HepG2 CAGA-GFP viability, ATP luminescence, 18 h; Potency, µM (doses to about 46.1 µM), inactives show top-dose activity change, negative = cytotoxicity, usual class: cytotoxic; 410,000 compounds, 0.76% hits; AID 588856; further: potency means the concentration at half of the fitted maximal effect; some results filed as inactive show a strong effect at the top dose
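CellTiter-Glo luminescence gave cytotoxicity after 18 hours at 37 degrees C. The cells were HepG2 CAGA-GFP in 1% FBS DMEM, stimulated with 500 pg/mL TGF-beta after compound addition. %Activity was normalised to no-cell wells (complete cell-killing) and DMSO (no toxicity), and curves were fitted and classified.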
Nrf2 activator – Nrf2 pathway activation | AREc32 ARE-luciferase reporter (MCF7-derived line), luminescence, 24 h | 410,000 compounds, 0.31% hits | AID 624171 | Potency, µM (top dose mostly 46.1 µM), for inactives: at the top dose activation, actives largely listed as activators; further: potency means the concentration at half of the fitted maximal effect; % of control where 0% means no effect; nearly all actives have a fitted effect of over 65% in size
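AREc32_Fluc, 1000 cells/well, OPTI-MEM + 5% FBS, o/n 37 deg C 5% CO2; 23 nL cpd by pin tool, 24 hr; Steady-Glo 30 min RT, luminescence.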
* hit, by the source's call; i = inactive; u = inconclusive; x = not tested or not shown; [ ] = remark or other dose. Unless noted, the call rests on the fitted dose curve; in most records, active means well fitted curve in the direction sought with a large enough effect; inconclusive means small, poorly fitted or top-dose-only effect, or another doubt; inactive means no such curve, though single readings can be large; an effect the other way counts as inactive or inconclusive.

Structure	Nrf2 inh	pAkt inh	A549 viability	MmCpn inh	CCT chaperon mod	ATXN viability	TGFb SMAD3 inh	HepG2 tox	Nrf2 activator
CCN(CC)S(=O)(=O)c1ccc2c(c1)nc(SCC(=O)N(C)C1CCS(=O)(=O)C1)n2CC (configuration not stated)	6%	i	5%	4%	-0.8	i	-13%	-10%	0.1%
CS(=O)(=O)Nc1ccccc1N=C(c1ccccc1)c1ccccc1	-10%	i	0%	-1%	0.0	i	1%	0%	0.0%
COc1ccc(Oc2nc(-c3ccccc3)ncc2C(=O)O)cc1	u	i	-14%	4%	-0.6	i	16%	31%	-0.3%
Fc1cccc(CN(C2=NCCN2)c2c(Cl)cccc2Cl)c1	-9%	i	-7%	2%	-3.4	i	16%	-21%	-0.1%
CC1=C(C(=O)OC2CCCCCC2)C(c2ccccc2Cl)CC(=O)N1 (configuration not stated)	-28%	x	0%	x	x	i	u	-35%	0.1%
COC(=O)c1ccccc1NC(=O)CCCn1nc([N+](=O)[O-])cc1C	-3%	i	-3%	1%	2.8	i	-8%	26%	-0.9%
O=C(CSc1nnc(NC(=O)C2CC2)s1)Nc1ccc(F)cc1	u	i	4%	0%	0.2	i	11%	-23%	-0.1%
C=CCn1c(COc2ccc(Cl)cc2)nnc1SCc1ccc(C#N)cc1	u	i	-17%	-8%	-0.1	i	-18%	-19%	-0.2%
CCCn1c(NC(=O)c2cccc(S(=O)(=O)N3CCCC3)c2)nc2ccccc21	7.3µM*	i	u	-2%	-0.8	u	14µM*	-44%	-2.3%
CN(C)S(=O)(=O)N1CCC(Oc2ccc(C(=O)NCCc3cscn3)cc2)CC1	-1%	i	-1%	0%	-2.0	u	3%	1%	-0.8%
COc1ccc(C2C(C(N)=O)=C(C)Nc3nc(-c4cccc(Cl)c4)nn32)cc1OC (configuration not stated)	-6%	i	16%	1%	-1.3	i	33%[activator]	-14%	18%
Cc1nc2c(c(SCC(=O)Nc3ccccc3C(F)(F)F)n1)CCC2	u	x	2%	x	x	x	-12%	-14%	-0.2%
Cc1cc(C)n(-c2nc3cc(Cl)ccc3nc2Nc2ccc(C)c(F)c2)n1	11%	x	1%	x	x	i	-1%	-2%	-0.5%
Cc1ccc(S(=O)(=O)N2CCCCCC2)cc1C(=O)Nc1cccnc1	-14%	i	-3%	1%	1.0	u	-5%	0%	-0.2%
CCOc1ccc(CCNC(=O)c2cccc(-n3c(C)nc4cccnc43)c2C)cc1	u	x	-1%	x	x	x	0%	2%	0.0%
CCN(CC)S(=O)(=O)c1cccc(NC(=O)CN2C(=O)NC3(CCC(C)CC3)C2=O)c1 (configuration not stated)	u	i	-2%	-2%	2.0	i	20%	3%	-0.4%
CCCCn1c(N)c(N(CC(C)C)C(=O)c2cnccn2)c(=O)[nH]c1=O	5%	i	1%	1%	-0.4	i	13%	15%	-0.3%
COc1cccc(NC(=O)CSc2nnc(C3CCCCC3)n2N)c1	7%	i	17%	-1%	-45*	i	-31%	0%	0.3%
OCCC1CN(Cc2ccc(F)cc2Cl)CCN1CCc1ccccc1 (configuration not stated)	3%	i	-3%	0%	-1.0	i	-3%	-25%	-0.2%
Cc1c(C(=O)Nc2cccc(-c3nc4ccccc4s3)c2)oc2ccc(F)cc12	8%	x	11%	x	x	i	-31%	-11%	5.3%
CCCn1c(SCC(=O)Nc2ccc(S(=O)(=O)N3CCOCC3)cc2)n[nH]c1=O	x	i	x	x	-0.8	i	3%	-3%	-3.3%
COc1ccc(/C=C(/Sc2nnc(-c3ccc(Cl)cc3)o2)C(=O)O)cc1	2%	i	-10%	-11%	-2.4	i	-3%	18%	-0.9%
C=CCN=C(NC#N)SCC(=O)NCc1ccccc1	x	i	-2%	-1%	0.8	i	68%[activator]	9%	0.7%
CO/N=C\Cc1oc(=O)c(NC(=O)c2ccccc2)cc1C(=O)OC	8%	i	-4%	-1%	-2.8	i	44%[activator]	1%	3.5%
CON1C(=O)C(=O)N(OC)C(C)(C)C1(C)C	12%	i	-2%	0%	-0.6	i	u	21%	-0.2%
CN(Cc1ccncn1)C(=O)C1CCC(=O)N(Cc2cccc(C(F)(F)F)c2)C1 (configuration not stated)	-9%	i	1%	1%	-3.9	i	16%	-3%	-0.8%
CC(=O)NC(CC(=O)N(C)C1CCCCC1)c1ccccc1 (configuration not stated)	u	i	-5%	u	-0.5	i	-3%	-123%	-0.3%
Cc1ccc(S(=O)(=O)N(CC(=O)N2CCOCC2)CC(=O)N2CCOCC2)cc1	4%	i	2%	-1%	-0.6	u	-4%	-1%	0.0%
CC1CN(S(=O)(=O)c2ccc(NC(=O)c3ccco3)cc2)CC(C)O1 (configuration not stated)	-25%	i	-7%	1%	-0.3	i	1%	-2%	-0.1%
COc1ccc([C@H]2CC(=O)C=C(c3ccc(Br)c4ccccc34)C2)cc1	-2%	i	-2%	u	0.2	i	1%	-10%	0.0%
Cc1cccc(-c2nnn3c2nc(NCc2ccc4c(c2)OCO4)c2ccccc23)c1	8%	x	6%	x	x	i	-2%	2%	1.7%
CCC(C)(C)c1ccc(OCCCC[n+]2cccc(C)c2C)c(C(C)(C)CC)c1	5.8µM*	i	12µM*	0%	2.0	x	10µM*	-132%	-3.5%
COc1ccc(/C=N/Nc2ncnc3sc4c(c23)CCCC4)cc1OC	3%	i	u	0%	0.6	x	-15%	5%	4.7%
CCOC(=O)N1CCc2c(sc3c2c(=O)n(-c2ccc(Cl)cc2)c(=O)n3CC(C)C)C1	u	x	0%	x	x	x	-2%	-11%	0.2%
Cc1ccccc1-n1nc(CO)c(C(=O)NCCc2ccccc2)n1	-13%	x	3%	x	x	x	0%	-16%	0.5%
COc1cc(OC)cc(C(=O)NC(C)c2ccc(Br)cc2)c1 (configuration not stated)	-1%	i	0%	2%	1.0	i	4%	-6%	-0.8%
O=S(=O)(c1ccc(OC(F)(F)F)cc1)N1CCC(c2nc3ccccc3s2)CC1	20%	x	-1%	x	x	x	-21%	-11%	-0.3%
CC(C)CCOP(=O)(c1ccccc1)c1ccccc1	0%	i	4%	-1%	-1.8	i	-24%	9%	-0.2%
Cc1cc(N/N=C(/CCC(=O)O)C(=O)O)nc2ccccc12	13%	i	-1%	-2%	-5.3	i	1%	2%	2.1%
CC(=O)Nc1cc(-c2ccsc2)cn2c(-c3ccc(F)cc3)cnc12	x	i	x	x	-0.5	i	-9%	-22%	u

Three structures already listed, arranged by number of heavy atoms, rising.
Structure	Nrf2 inh	pAkt inh	A549 viability	MmCpn inh	CCT chaperon mod	ATXN viability	TGFb SMAD3 inh	HepG2 tox	Nrf2 activator
CC(C)CCOP(=O)(c1ccccc1)c1ccccc1	0%	i	4%	-1%	-1.8	i	-24%	9%	-0.2%
COc1cc(OC)cc(C(=O)NC(C)c2ccc(Br)cc2)c1 (configuration not stated)	-1%	i	0%	2%	1.0	i	4%	-6%	-0.8%
Cc1cccc(-c2nnn3c2nc(NCc2ccc4c(c2)OCO4)c2ccccc23)c1	8%	x	6%	x	x	i	-2%	2%	1.7%

Later entries:
Structure	Nrf2 inh	pAkt inh	A549 viability	MmCpn inh	CCT chaperon mod	ATXN viability	TGFb SMAD3 inh	HepG2 tox	Nrf2 activator
Cn1c(N)c(S(=O)(=O)NCc2ccc(F)cc2)c(=O)n(C)c1=O	3%	i	0%	1%	0.2	i	9%	-16%	1.9%
COc1ccc(NC(=O)C2Cc3c(-c4ccc(Cl)cc4)ccnc3O2)cn1 (configuration not stated)	x	i	x	x	-0.6	3.5µM*	5%	1%	1.2%
COCCCn1c(=O)c2ccccc2n(CC(=O)N2CCCc3ccccc32)c1=O	4%	i	-6%	-8%	1.1	u	0%	2%	0.4%
O=C(NCC1CCCO1)Nc1cc(Cl)cc(Cl)c1 (configuration not stated)	-16%	i	10%	3%	0.9	i	0%	-7%	2.3%
Cc1cccn2c(=O)c(C(=O)N3CCN(c4ccccc4F)CC3)cnc12	x	x	16%	x	x	u	0%	-6%	0.5%
Cc1ccc(S(=O)(=O)N2CCOCC2)cc1C(=O)OCC(=O)NC1CCCCC1	-23%	i	2%	0%	-1.4	i	11%	-1%	2.1%
Cn1nc(C(=O)Nc2ccc3c(c2)OCO3)c2ccccc2c1=O	-26%	i	-1%	-16%	0.9	i	-6%	-30%	u
COCCn1c(C)cc(C(=O)COc2nc3ccccc3nc2C)c1C	u	i	-6%	0%	-1.0	i	-27%	-20%	0.9%
Brc1ccc(-c2ncc3ccccn23)cc1	22%	i	4%	-3%	0.1	i	-5%	-1%	0.3%
CCN(CCCNC(=O)c1ccc2c(c1)NC(=O)CN2C)c1cccc(C)c1	-87%	i	-16%	-3%	1.6	u	u	-105%	-4.3%
COc1ccccc1C(=O)NCC(=O)OCc1csc(-c2ccccc2)n1	u	i	0%	-4%	-5.8	i	4%	20%	4.8%
O=C(/C=C/c1ccco1)Nc1nc(-c2ccccc2)cs1	29%	i	2%	1%	-2.9	i	-5%	-1%	16%
CCN(CC)C(=O)NC(c1ccc(C)c(F)c1)C(Cl)(Cl)Cl (configuration not stated)	-24%	i	14%	0%	0.7	i	u	-39%	-0.7%
CC(=O)c1c(C)[nH]c(C(=O)Nc2ccccn2)c1C	3%	i	4%	0%	-1.0	i	-7%	-2%	0.5%
CCCN(CC1CC1)C(=O)COC(=O)c1ccc2c(c1)C(=O)N(c1ccc(OCC)cc1)C2=O	-1%	i	-6%	0%	0.1	i	-29%	-38%	1.6%

Screens (PubChem BioAssay)

The order is random; overall some 4.4% were active at least once.
